# Screening results (PubChem BioAssay)
# Smad3 inh: Smad3/FoxH1 peptide binding inhibitors, primary screen, biochemical, TR-FRET; TR-FRET Smad3/Dy647-FoxH1 peptide binding, europium anti-His; 0.29% of 88,000 active; AID 630, 2007; inhibition, % at 25 µM; Mothers against decapentaplegic homolog 3 (Homo sapiens), P84022;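 active = compounds that reduce the energy-transfer binding signal between the protein and its labelled peptide by more than half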;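 also: 0% = Smad3 plus labelled peptide maximal FRET and 100% = peptide-only background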
# sEH act: soluble epoxide hydrolase activators, primary screen, biochemical, human sEH; Bifunctional epoxide hydrolase 2 (Homo sapiens), P34913; purified human sEH enzymatic activity, activator screen; activation, % at 2 µM; 0.04% of 91,000 active; AID 717, 2007; in the data active = activation above about 37%; also: values of inactives mirror those of a sister screen read the other way
# sEH inh: soluble epoxide hydrolase inhibitors, primary screen, biochemical, human sEH; recombinant human sEH enzymatic activity assay; 0.34% of 91,000 active; Bifunctional epoxide hydrolase 2 (Homo sapiens), P34913; inhibition, % at 2 µM; in the data active = inhibition above about 80%; also: values of inactives mirror those of a sister screen read the other way; many of its hits are not listed in these tables
# Mac1 fbg inh: inhibitors of CD11b/CD18 adhesion to fibrinogen, primary screen, K562 cells, luminescence; Integrin beta-2 (Homo sapiens) + Integrin alpha-M (Homo sapiens), P05107+P11215; ATPlite luminescence; Mn2+ added to activate the integrin; inhibition, % at 10 µM; 0.54% of 93,000 active; AID 1497, 2009;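 active = primary inhibition of 50% or more at 10 µM, then 40% or more on retest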; also: some results filed as inactive read as strong as hits
# Target sequence (P05107 whole entry, looked up, other chains not shown): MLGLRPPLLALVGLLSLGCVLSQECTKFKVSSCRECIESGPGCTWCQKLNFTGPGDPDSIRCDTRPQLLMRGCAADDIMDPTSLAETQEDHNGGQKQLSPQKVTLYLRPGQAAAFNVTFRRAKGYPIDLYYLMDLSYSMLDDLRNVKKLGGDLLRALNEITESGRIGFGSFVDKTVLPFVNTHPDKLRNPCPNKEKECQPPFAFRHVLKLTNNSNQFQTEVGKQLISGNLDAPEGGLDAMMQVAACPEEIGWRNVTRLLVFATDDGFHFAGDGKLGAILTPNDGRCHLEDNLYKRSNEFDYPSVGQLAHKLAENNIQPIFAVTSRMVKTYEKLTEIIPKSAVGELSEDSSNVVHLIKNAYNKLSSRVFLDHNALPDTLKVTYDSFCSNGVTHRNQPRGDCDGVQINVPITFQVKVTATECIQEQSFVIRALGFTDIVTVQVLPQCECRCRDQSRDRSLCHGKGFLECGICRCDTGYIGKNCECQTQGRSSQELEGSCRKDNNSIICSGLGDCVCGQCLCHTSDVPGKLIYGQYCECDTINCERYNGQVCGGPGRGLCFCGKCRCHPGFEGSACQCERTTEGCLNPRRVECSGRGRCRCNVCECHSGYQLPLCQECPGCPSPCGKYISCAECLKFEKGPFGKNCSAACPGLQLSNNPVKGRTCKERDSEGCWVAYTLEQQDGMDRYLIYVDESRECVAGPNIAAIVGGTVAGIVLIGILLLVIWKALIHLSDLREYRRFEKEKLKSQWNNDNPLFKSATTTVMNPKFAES
# MT1-MMP txn act: MT1-MMP promoter reporter activation – cell-based, luciferase luminescence, primary screen; HT1080 MT1-MMP promoter luciferase reporter, overnight; active compounds read high; activation factor at 10 µM; 0.16% of 86,000 active; AID 750, 2007;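 active = activation factor of at least 2 for MT1-MMP transcription at 10 µM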
# CD11b adhes enh: enhancers of CD11b/CD18 adhesion to fibrinogen, primary screen, K562 cells, luminescence; Integrin beta-2 (Homo sapiens) + Integrin alpha-M (Homo sapiens), P05107+P11215; ATPlite luminescence; activation, % at 10 µM; 0.07% of 93,000 active; AID 1499, 2009;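 active = 10 µM primary screen giving 50% or more activity, confirmed by 40% or more on retest at that dose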; also: strong numbers were not always called active; reference of the scale not given here
# ERa SRC1 pot: enhancers of ERα–SRC-1 coactivator binding, primary screen, biochemical, TR-FRET, ERα LBD, low estradiol; coactivator binding (% of control), % at 25.6 µM; 1.3% of 86,000 active; TR-FRET ERalpha-LBD/SRC-Cy5 coactivator binding, 2 h; 100 = basal binding, no effect; AID 639, 2007; in the data active = activity above about 200%;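 also: binding measured in presence of low estradiol as agonist stimulus; 0% = peptide alone without receptor and 100% = receptor with peptide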
# ERb coact inh: inhibitors of ERβ-SRC1 coactivator interaction, primary screen, biochemical, TR-FRET, ERβ LBD, SRC-1 peptide. TR-FRET ER-beta LBD / SRC1-Cy5 peptide binding; receptor agonist-loaded with 1 µM estradiol. inhibition, % at 25.6 µM. 1.3% of 86,000 active. Estrogen receptor beta (Homo sapiens), Q92731;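 active = compounds whose percent inhibition of the receptor-coactivator binding signal exceeds about 50% in the single-dose screen, limit read from the data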;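 also: 0% = receptor plus peptide wells without compound and 100% = peptide-only wells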
# Calb biofilm kill: clotrimazole potentiators killing Candida biofilms, primary screen, with clotrimazole, Alamar Blue; C. albicans biofilm + clotrimazole; inhibition, % at 6 µM; 0.14% of 85,000 active; AID 834, 2007;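 active = inhibition above 20%; inactive = inhibition below 20%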;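 also: preformed 24 hr biofilms exposed to compound for 48 hr; 0% = biofilm without compound and 100% = blank killed by clotrimazole plus chlorhexidine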
# The depositor's hits bear a star; nt = no result given; [ ] = dose if it differs, or a comment.
SMILES	sEH inh	ERb coact inh	CD11b adhes enh	ERa SRC1 pot	sEH act	MT1-MMP txn act	Calb biofilm kill	Mac1 fbg inh	Smad3 inh
CCOc1cccc2c1OC1(C)CC2NC(=O)N1c1cccc(F)c1 (stereo unspecified)	-1	-6	2	144	-2	1.1	4	0	-6
CC(C)OC(=O)c1cccnc1N1CCN(c2ccc(F)cc2)CC1	-25	nt	0	nt	22	nt	nt	18	nt
O=C(CC(C(=O)N1CCc2ccccc21)n1ccnc1)NCc1cccnc1 (stereo unspecified)	1	-10	nt	100	3	1	6	nt	0
COc1ccc(OCCC(=O)OCc2c(C)noc2C)cc1	14	nt	2	nt	-11	nt	nt	1	nt
c1ccc(-c2nc(N3CCN(c4ccccc4)CC3)nc(-n3ccnc3)n2)cc1	6	29[fluorescence artefact?]	-3	185	-5	1.1	1	-4	3
CC(=O)C1=C(O)C(=O)N(CCc2c[nH]c3ccccc23)C1c1ccc(O)cc1 (stereo unspecified)	3	4	-5	113	1	1.2	7	-16	21[fluorescence artefact?]
CC(C)C(NC(=O)CN(c1cccc(F)c1)S(C)(=O)=O)C(C)C	0	-4	nt	108	0	1.1	3	nt	-1
CC(C)C(NS(=O)(=O)c1cccc2nsnc12)C(=O)N1CCn2c1nc1ccccc12 (stereo unspecified)	1	5	4	92	-2	nt	-2	-3	2
CCOC(=O)c1ccccc1Nc1cc(C)nc2nc(C)nn12	nt	-2	nt	120	nt	1.1	0	nt	-7
Cc1ccc(C(=O)Nc2ccc3c(c2)OCO3)cc1S(=O)(=O)N1CCCCC1	64	4	3	115	-64	1.5	-2	6	12
CC1=[N+]([O-])C(C)(C)C(C)N(O)C1=O (stereo unspecified)	-9	-8	-2	105	8	1.1	6	-9	8
c1cncc(-c2nnc(SCc3nc4ccccc4[nH]3)o2)c1	11	-7	5	94	-12	1.2	6	-47	3[fluorescence artefact?]
CC(NC(=O)c1ccco1)C(c1cccs1)N1CCN(c2ccc(F)cc2)CC1 (stereo unspecified)	12	15[fluorescence artefact?]	-5	100	-9	1.1	-4	0	8
COc1ccc(CNC(=O)c2cc(-c3ccccc3OC)on2)cc1	16	27	0	93	-14	1	4	0	-3
Cc1onc(-c2c(F)cccc2Cl)c1C(=O)NCc1ccccn1	8	13	5	125[fluorescence artefact?]	-9	1	3	-1	-6
C=CCOn1c(C)c(C(C)=O)c2c3nonc3ccc21	8	4	nt	84	-5	1.2	5	nt	9
O=C(NNC(=O)c1ccccc1[N+](=O)[O-])c1cnccn1	-2	4	-1	89	2	1.2	4	-8	5
O=C1Oc2ccccc2C2(O)C3CCCCCC3C12 (stereo unspecified)	-2	nt	9	nt	4	nt	nt	4	nt
c1ccc(NC2=NCCCCS2)cc1	8	-11	nt	108[fluorescence artefact?]	-9	0.9	8	nt	-3
CC(=O)Nc1cccc(-c2nnc(SCC(=O)n3c4c(c5ccccc53)CCCC4)n2C)c1	-3	18	-3	158	2	1.2	2	5	18
COc1ccc2c(c1)[nH]c1c(=O)n(CCCn3ccnc3)cnc12	2	31	5	79	-2	1.2	4	-9	11
CCOC(=O)c1sc(NC(=O)CSc2nnc(C)s2)c(C(=O)OCC)c1C	12	3	2	126	-12	1.1	6	6	-7
Cn1c(Cn2c(=O)sc3ccccc32)nnc1SCC(=O)NCc1ccc2c(c1)OCO2	nt	-2	nt	85[fluorescence artefact?]	nt	1.1	5	nt	2
COC(=O)C(Cc1ccccc1)NC(=O)CSc1nc(C)cc(=O)[nH]1 (stereo unspecified)	3	-5	-1	104	-5	1.1	3	-10	7
CCOCCCNC(=O)c1ccc(N(C)S(=O)(=O)c2ccc(OC)cc2)cc1	-6	-5	0	111[fluorescence artefact?]	4	1.2	-4	23	-1
CC(C)CCOc1ccc(C(=O)O)cc1	nt	2	0	115	nt	1.1	2	-9	-17
O=C(Nc1ccc2c(c1)OCO2)c1cnn2c1NC(c1ccco1)CC2C(F)(F)F (stereo unspecified)	14	6	-2	106	-12	1.2	3	-18	11
CC(=O)/C(C#N)=C1\NC(=O)C(Cc2ccccc2Cl)S1 (stereo unspecified)	15	-1	nt	120	-14	1.4	-1	nt	-6
CSc1n[nH]c(NCc2cccs2)n1	-11	-18[fluorescence artefact?]	1	120	12	1.2	1	-25	-11
CCn1c2ccccc2c2cc(C3C(C#N)=C(C)NC(C)=C3C#N)ccc21	-4	4[fluorescence artefact?]	-2	215*	4	1.2	4	2	6

# Structures listed above printed as active in ERa SRC1 pot.
Molecule | sEH inh | ERb coact inh | CD11b adhes enh | ERa SRC1 pot | sEH act | MT1-MMP txn act | Mac1 fbg inh | Smad3 inh
CCn1c2ccccc2c2cc(C3C(C#N)=C(C)NC(C)=C3C#N)ccc21 | -4 | 4[fluorescence artefact?] | -2 | 215* | 4 | 1.2 | 2 | 6

# Next part.
SMILES	sEH inh	ERb coact inh	CD11b adhes enh	ERa SRC1 pot	sEH act	MT1-MMP txn act	Calb biofilm kill	Mac1 fbg inh	Smad3 inh
O=C(NCC1COc2ccccc2O1)c1ccc(NC(=O)C2CCCO2)cc1 (stereo unspecified)	nt	6[fluorescence artefact?]	-1	114[fluorescence artefact?]	nt	1.3	4	0	-4
Cc1ccccc1NC1=NC(C)(C)N=C(N)N1	4	-2	2	106	-4	1.1	-2	-12	9
COc1ccc(N(C(=O)c2cccnc2)S(=O)(=O)c2ccc3c(c2)n(C)c(=O)n3C)cc1	-17	-33	-1	107	20	1.1	6	-11	3
O=C(COC(=O)C1CCCO1)Nc1cccc(C(F)(F)F)c1 (stereo unspecified)	nt	4	-2	115	nt	1	5	-13	5
Cc1ccc(N/N=C2/CCCNC2=O)cc1	9	nt	-4	nt	-9	nt	nt	10	nt
Cc1cccc(OCC2=NS(=O)(=O)c3ccccc3N2)c1	-1	-3	-2	126	2	1.4	6	3	-9
O=C(Nc1nc2ccccc2[nH]1)c1ccc(Cl)c(S(=O)(=O)N2CCCC2)c1	18	0	-2	115	-22	1.7	5	14	9
COc1ccc(S(=O)(=O)NCC(c2cccnc2)N2CCN(c3ccccc3OC)CC2)cc1C (stereo unspecified)	-10	-12	nt	96[fluorescence artefact?]	10	1.2	-3	nt	-13
CCOc1cc(C2C3=C(CCCC3=O)NC3=C2C(=O)CCC3)ccc1OCCO	-2	2[fluorescence artefact?]	3	109	1	1.2	-2	0	1
CC1CCCCN1C(=O)CSc1nc(C2CC2)nc2c1cnn2-c1ccccc1 (stereo unspecified)	27	nt	5	nt	-25	1	nt	69	nt
COC(=O)CSc1nc2cc(Cl)ccc2c(=O)n1C1CCCC1	8	-9	-3	113	-8	1.1	2	-2	-2
Cc1ccccc1N1CCN(c2ncnc3c2cnn3Cc2ccc(Cl)cc2)CC1	-2	-5	-1	68	0	0.9	6	34	-6
COc1ccc(-c2nnc(SCc3nc4ccccc4s3)n2C(C)C)cc1	4	nt	6	nt	-5	nt	nt	7	nt
CCOC(=O)c1oc2ccccc2c1NC(=O)CN1CCN(C)CC1	-2	1[fluorescence artefact?]	-1	104[fluorescence artefact?]	2	1.1	10	1	5[fluorescence artefact?]
CCn1ncc(C2=NOC(C(=O)NCCc3ccccc3)C2)c1C (stereo unspecified)	-11	4	-2	99	12	1.1	5	-12	-1
Cc1cccn2c(=O)c3cc(C(=O)NCc4ccccn4)n(C)c3nc12	nt	0[fluorescence artefact?]	nt	92[fluorescence artefact?]	nt	1	8	nt	-3
O=C(O)CCn1c(C2CCCCC2)nc2ccccc21	nt	0[fluorescence artefact?]	5	113	nt	1	-2	-1	-9
COc1ccc(C2N=C(c3ccccc3)NC(c3ccccc3)=N2)cc1	-10	-6	nt	105	16	1	1	nt	-1
OCCCn1c(-c2ccccc2)n[nH]c1=S	2	-11	nt	95	-1	1.5	7	nt	1
Cc1ccc(S(=O)(=O)NCCC(=O)NC2CCCC2)cc1	6	-3[fluorescence artefact?]	-8	92	-7	1	3	4	2
CCc1nc2sc3ccccc3c(=O)c2c(=O)n1CCOC	13	nt	3	nt	-9	nt	nt	-1	nt
CCCS(=O)(=O)N1CCCC(C(=O)NCc2cccnc2)C1 (stereo unspecified)	-13	10	-6	116	10	1.1	1	21	-21
CC1(C)CC2CC(C)(CN2S(=O)(=O)c2ccc(N)cc2)C1 (stereo unspecified)	0	-5	-10	109	0	1.1	2	-11	-8
Cn1c(N2CCN(C(=O)NC34CC5CC(CC(C5)C3)C4)CC2)nc2ccccc21	79	4	nt	124	-79	1.2	6	nt	10
CCSc1nnc([C@H](Cc2ccccc2)NC(=O)OC(C)(C)C)o1	1	-10	-1	110	-2	1.2	4	-14	6
CCc1ccc(OC)c(S(=O)(=O)NCCOc2ccccc2)c1	1	-11	4	100	2	1.3	4	17	8[fluorescence artefact?]
Cc1nc2nc(COc3ccccc3)nn2c(C)c1Cl	-3	-22	1	83	6	1.1	7	-11	17
COc1ccc(-c2c(C(=O)O)nc3ccccc3c2C(=O)O)cc1	-2	nt	-1	nt	-1	nt	nt	0	nt
C=CCOc1ccc(C2N3CC4(CC)CN2CC(CC)(C3)C4=O)cc1 (stereo unspecified)	nt	2	-1	108	nt	1.1	10	-1	2
CC1CCCC(C)N1/N=C/c1ccc(Cl)cc1 (stereo unspecified)	11	-1	1	116	-11	1	4	-5	-2
CNS(=O)(=O)c1cnccc1N1CCN(c2cccc(C)c2)CC1	13	nt	-4	nt	-14	nt	nt	-34	nt
Cc1ccc(S(=O)(=O)NCCOc2nc(N(C)C)nc(N3CCOCC3)n2)cc1	1	nt	2	nt	-2	1.1	nt	-7	nt
COCCCNc1ncnc2ccc(C)cc12	-2	-4	nt	103	8	1.4	1	nt	-3
COc1ccc(S(=O)(=O)NCc2ccco2)cc1-c1nnc2c3ccccc3c(C)nn12	-13	-7	-6	104	14	1	1	-20	5
COc1cc(C(=O)N2CCCc3ccccc32)cc(OC)c1OC	30	1	nt	99[fluorescence artefact?]	-26	1.1	7	nt	1
CCc1ccc(CNCc2cccnc2)cc1	9	-1	0	88	-7	1	6	2	-3
COc1ccc(CCNC(=O)C2CC(c3ccc([N+](=O)[O-])cc3)=NO2)cc1 (stereo unspecified)	13	nt	-4	nt	-12	nt	nt	-11	nt
COc1cccc(C2=CC(c3ccc(C)cc3)n3ncnc3N2)c1 (stereo unspecified)	1	-6	-3	89[fluorescence artefact?]	1	1	10	-14	8
COc1ccc(Sc2nnc(-c3ccccc3)cc2C#N)cc1	-7	11	1	114	5	1.2	0	-39	7
COCCNC(=O)CSc1nc2cc(OC)c(OC)cc2c(=O)n1Cc1ccc(OC)cc1	-1	18[fluorescence artefact?]	nt	92	1	1.1	5	nt	-4
CCCc1nc(SCC(=O)Nc2nc3c(s2)CCCC3)c2ccccc2n1	7	nt	3	nt	-6	nt	nt	-8	nt
Cc1ccc(CN2C(=O)c3ccccc3C2C(=O)NCC2CCCO2)cc1 (stereo unspecified)	16	-8[fluorescence artefact?]	-1	104	-19	1.2	3	-9	5

# An excerpt; rates above refer to the full screens.
